YAP1 CTGF inhibition: YAP1 pathway inhibitors via CTGF transcript, primary screen, DLD1 colon cancer cells, RT-qPCR, single point (AID 743449). DLD1 CTGF mRNA qPCR, 24 h; hits give high values. inhibition, % at 12.5 µM. hit rate 0.9% among 9,900;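 active = mean normalized replicate activity at least 50 and at least half of replicates each reaching 50; inconclusive = only one of the two criteria met; inactive = neither criterion met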;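 also: 0% = neutral control wells and 100% = dasatinib control wells; higher means stronger suppression of CTGF expression like dasatinib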
Pax4 mRNA alpha TC1: activators of Pax4 gene expression, primary screen, RT-PCR, mouse alpha TC1 cells, single point (AID 1053180) | mouse alpha TC1 cells, Pax4 mRNA qPCR, 6 days; hits give high values; 100% = Pax4 plasmid added at qPCR | activation, % at 10 µM | hit rate 0.2% among 9,600;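 active = highest normalized replicate activity of 15 or more, or at least half the replicates reach 15 or more; inactive = neither condition met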;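 also: pax4 Ct normalized to GAPDH with activation seen as lower delta delta Ct; plate controls were plate neutral control wells for no effect and Pax4 plasmid positive control for full effect; each compound tested in two replicate wells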
* = called active by the depositor; ? = inconclusive; · = not tested or not shown; & = joins results of further samples.

SMILES	YAP1 CTGF inhibition	Pax4 mRNA alpha TC1
C[C@H](CO)N1C[C@H](C)[C@@H](CN(C)C(=O)Nc2ccc(-c3cccs3)cc2)OCc2cnnn2CCCC1=O	-4	0.0
COc1cccc(S(=O)(=O)N(C)C[C@H]2OCc3ccccc3-c3c(n(C)c4ccccc34)C(=O)N([C@H](C)CO)C[C@H]2C)c1	-44	0.1
Cc1noc(C)c1NC(=O)Nc1ccc2c(c1)C(=O)N([C@@H](C)CO)C[C@@H](C)[C@@H](CN(C)Cc1ccc3c(c1)OCO3)OCCCC[C@@H](C)O2	-41	0.0
COc1ccc(S(=O)(=O)N(C)C[C@@H]2OCCCC[C@H](C)Oc3ccc(NC(=O)Cc4ccccc4)cc3C(=O)N([C@H](C)CO)C[C@@H]2C)cc1	-8	0.0
CN1C(=O)c2cc(NC(=O)Nc3ccccc3F)ccc2OC[C@H]2O[C@@H](CC(=O)NCCc3ccncc3)CC[C@H]21	-5	0.0
O=C(C[C@H]1C=C[C@H](NC(=O)Nc2cccc(F)c2)[C@@H](CO)O1)NCC1CCCCC1	-14	0.0
O=C(Nc1cc(F)ccc1F)N[C@H]1CC[C@@H](CC(=O)N2CCc3ccccc3C2)O[C@@H]1CO	9	0.0
CN1C(=O)c2cc(NC(=O)c3cnccn3)ccc2OC[C@H]2O[C@@H](CC(=O)N[C@@H]3CCN(Cc4ccccc4)C3)CC[C@H]21	-34	0.0
COC(=O)C[C@@H]1CC[C@H]2[C@@H](COC[C@H](O)CN2S(=O)(=O)c2cn(C)cn2)O1	-21	0.0
O=C(C[C@H]1CC[C@@H]2[C@H](COC[C@@H](O)CN2C(=O)c2cccnc2)O1)NCC1CC1	-2	0.0
CS(=O)(=O)N1CC(=O)N2[C@@H](CO)[C@H](c3ccc(Br)cc3)[C@@H]2C1	0	0.0
CC(C)NC(=O)Nc1ccc2c(c1)C(=O)N([C@@H](C)CO)C[C@H](C)[C@@H](CN(C)C(=O)C1CCCCC1)OCCCC[C@H](C)O2	15	0.0
C[C@H]1CN([C@@H](C)CO)C(=O)c2cc(C3=CCCCC3)cnc2O[C@@H]1CN(C)S(=O)(=O)c1cn(C)cn1	-12	0.0
COc1ccc2c3c([nH]c2c1)[C@@H](CO)N(Cc1cccc(F)c1)CC31CCN(C(C)=O)CC1	-10	0.0
Cn1cnc(S(=O)(=O)N[C@@H]2CC[C@H](CC(=O)NCC3CCCCC3)O[C@H]2CO)c1	-20	0.0
CN1C(=O)c2cc(NC(=O)c3ccc4c(c3)OCO4)ccc2OC[C@H]2O[C@@H](CC(=O)O)CC[C@H]21	-46	0.0
CC(C)NC(=O)N(C)C[C@@H]1Oc2ccc(NC(=O)Cc3ccccc3)cc2CC(=O)N([C@@H](C)CO)C[C@H]1C	6	0.0
COc1ccccc1NC(=O)N[C@H]1CC[C@H](CCNS(=O)(=O)c2ccc(Cl)cc2)O[C@@H]1CO	9	0.0
C[C@H](CO)N1C[C@H](C)[C@H](CN(C)C(=O)Nc2ccccc2C(F)(F)F)OCc2cnnn2CCCC1=O	-11	0.0
CO[C@H]1CN(C)C(=O)c2cc(NC(C)=O)ccc2OC[C@@H](C)N(C(=O)Cc2ccccn2)C[C@H]1C	18	0.0
COc1ccc(NC(=O)N2CCC3(CC2)CN(C(=O)CN2CCOCC2)[C@@H](CO)c2[nH]c4cc(OC)ccc4c23)cc1	11	0.0
O=C(C[C@H]1C=C[C@@H](NC(=O)c2cnccn2)[C@@H](CO)O1)NCc1ccccc1F	-45	0.0
C[C@H](NC(=O)C[C@@H]1CC[C@H]2[C@@H](COc3ccc(NC(=O)C4CCOCC4)cc3C(=O)N2C)O1)c1ccccc1	-36	0.0
O=C1N[C@@H](c2ccccc2)COCc2cn(nn2)CC[C@H]1Cc1ccc(C(F)(F)F)cc1	-9	0.0
O=C(c1cccc(F)c1)N1CC(=O)N2[C@H](C1)[C@H](c1ccc(/C=C/c3ccccc3)cc1)[C@@H]2CO	-3	0.0

Filtered by structure, the entries above containing a CF3 group
SMILES	YAP1 CTGF inhibition	Pax4 mRNA alpha TC1
C[C@H](CO)N1C[C@H](C)[C@H](CN(C)C(=O)Nc2ccccc2C(F)(F)F)OCc2cnnn2CCCC1=O	-11	0.0
O=C1N[C@@H](c2ccccc2)COCc2cn(nn2)CC[C@H]1Cc1ccc(C(F)(F)F)cc1	-9	0.0

Among those listed so far, these contain an NH in an aromatic ring.
SMILES	YAP1 CTGF inhibition	Pax4 mRNA alpha TC1
COc1ccc2c3c([nH]c2c1)[C@@H](CO)N(Cc1cccc(F)c1)CC31CCN(C(C)=O)CC1	-10	0.0
COc1ccc(NC(=O)N2CCC3(CC2)CN(C(=O)CN2CCOCC2)[C@@H](CO)c2[nH]c4cc(OC)ccc4c23)cc1	11	0.0

The main list resumes with the 3 entries that preceded the break.
SMILES	YAP1 CTGF inhibition	Pax4 mRNA alpha TC1
C[C@H](NC(=O)C[C@@H]1CC[C@H]2[C@@H](COc3ccc(NC(=O)C4CCOCC4)cc3C(=O)N2C)O1)c1ccccc1	-36	0.0
O=C1N[C@@H](c2ccccc2)COCc2cn(nn2)CC[C@H]1Cc1ccc(C(F)(F)F)cc1	-9	0.0
O=C(c1cccc(F)c1)N1CC(=O)N2[C@H](C1)[C@H](c1ccc(/C=C/c3ccccc3)cc1)[C@@H]2CO	-3	0.0
COc1ccc2c3c([nH]c2c1)[C@H](CO)N(C)CC31CCN(C(=O)CN(C)C)CC1	-23	0.0
O=C(C1CCOCC1)N1[C@@H](CO)[C@@H](c2ccccc2)C12CN(CCC(F)(F)F)C2	20	·
CO[C@H]1CC[C@@H]2CCN(C)C(=O)CCCN(C)C(=O)c3cc(C#N)ccc3OC[C@@H]1O2	-28	0.0
O=C(Nc1ccc(F)cc1)N1CC(=O)N2[C@@H](CO)[C@H](c3ccc(-c4cccc(F)c4)cc3)[C@@H]2C1	16	0.0
O=C(C[C@@H]1CC[C@@H](NC(=O)Nc2ccc(C(F)(F)F)cc2)[C@@H](CO)O1)NCc1cccc(F)c1	-15	0.0
N#C[C@H]1[C@@H](c2ccc(C#Cc3cccc(F)c3)cc2)[C@@H](CO)N1C(=O)C1CCOCC1	20	0.0
CN(C)CC(=O)N1[C@@H](CO)[C@@H](c2ccccc2)C12CN(C(=O)c1ccc(F)cc1)C2	-17	·
O=C(c1ccccn1)N1CC[C@@H]2[C@H](CO)Nc3ccc(C#Cc4cccnc4)cc3[C@@H]21	?	0.0
COc1ccc2c3c(n(C)c2c1)[C@H](CO)N(C(=O)c1ccccc1)CC31CCN(C(=O)c2ccccc2)CC1	-29	0.0
CO[C@@H](C(=O)N(C)C[C@@H]1OCc2ccccc2-c2ccccc2C(=O)N([C@H](C)CO)C[C@@H]1C)c1ccccc1	4	0.0
COc1ccc(CN2C[C@H](O)COC[C@@H]3O[C@H](CC(=O)N(C)C)CC[C@H]32)cc1	-10	0.0
O=C(CN1CCOCC1)N1CC(=O)N2[C@H](C1)[C@@H](c1ccc(-c3cccc(F)c3)cc1)[C@@H]2CO	11	0.0
Cc1noc(C)c1NC(=O)Nc1ccc2c(c1)CC(=O)N([C@H](C)CO)C[C@H](C)[C@@H](CN(C)Cc1ccc(C(F)(F)F)cc1)O2	-6	0.0
COc1ccc2c3c([nH]c2c1)[C@H](CO)N(C(=O)c1cccnc1)CC31CN(C(=O)Nc2cccc(F)c2)C1	8	0.0
O=C(C1CCC1)N1CC2(C1)[C@@H](c1ccccc1)[C@@H](CO)N2Cc1nccs1	-14	·
Cc1noc(C)c1NC(=O)Nc1ccc2c(c1)C(=O)N(C)[C@@H]1CC[C@@H](CC(=O)N[C@@H]3CCN(Cc4ccccc4)C3)O[C@@H]1CO2	35	0.0
C[C@H](CO)N1C[C@H](C)[C@H](CN(C)C(=O)CCCN(C)C)OCCCC[C@H](C)Oc2ccc(NS(=O)(=O)c3ccc(Cl)cc3)cc2C1=O	33	0.0
C[C@H](O)C#Cc1ccc([C@@H]2[C@@H](CO)N3CCCCN(C(=O)c4ccc5c(c4)OCO5)C[C@H]23)cc1	-21	0.0
N#C[C@H]1[C@H](c2ccccc2)[C@H](CO)N1C(=O)c1ccccc1F	-5	0.0
O=C(C[C@@H]1CC[C@@H]2[C@H](COC[C@@H](O)CN2S(=O)(=O)c2ccc(F)cc2)O1)NCCN1CCCCC1	-11	0.0
C[C@H]1CC(=O)N[C@@H](c2ccccc2)C/C=C\C[C@H](c2ccc3c(c2)OCO3)NC1=O	-24	0.0
CCNC(=O)c1cc2c(c(-c3cccc(-c4cccc(C(=O)N(C)C)c4)c3)n1)[C@H](CCO)N([S@@](=O)C(C)(C)C)C2	12	0.0
CCCC#Cc1ccc2c(c1)O[C@H](CN(C)Cc1ccccn1)[C@H](C)CN([C@H](C)CO)S2(=O)=O	-5	0.0
COCC(=O)N(C[C@@H]1[C@@H](c2ccccc2)[C@@H](CO)N1C(=O)NC(C)C)C(C)C	5	0.0
CNC[C@H]1Oc2ccc(NC(=O)NC3CCCCC3)cc2CC(=O)N([C@H](C)CO)C[C@H]1C	-29	0.0

Going on with the list.
SMILES	YAP1 CTGF inhibition	Pax4 mRNA alpha TC1
O=C(C[C@@H]1CC[C@H]2[C@@H](COC[C@@H](O)CN2Cc2cccc(Cl)c2)O1)NCc1cccc(F)c1	6	0.0
CCC(=O)N1C[C@@H](O)COC[C@@H]2O[C@H](CC(=O)NC)CC[C@H]21	-1	0.0
C[C@@H]1CCCCO[C@@H](CN(C)C(=O)CCCN(C)C)[C@H](C)CN([C@@H](C)CO)C(=O)c2cc(NC(=O)Nc3ccc4c(c3)OCO4)ccc2O1	-38	0.0
N#C[C@H]1[C@H](c2ccc(-c3cccc(F)c3)cc2)[C@H](CO)N1C(=O)CN1CCOCC1	23	0.0
CCCNC(=O)N1CC2(CCN(S(=O)(=O)c3ccccc3)CC2)c2c(n(C)c3cc(OC)ccc23)[C@@H]1CO	11	0.0
COc1ccc2c3c([nH]c2c1)[C@H](CO)NCC31CCN(C(=O)Cc2cccnc2)CC1	51*	0.0
CC(=O)N1[C@H](CO)[C@@H](c2ccccc2)[C@@H]1CNC(=O)CN1CCOCC1	21	0.0
OC[C@H]1[C@H](c2ccc(-c3cccc(F)c3)cc2)[C@H]2CN(Cc3cncnc3)CCCCN21	-41	0.0
CC(C)CC#Cc1ccc([C@@H]2[C@@H](CO)N3C(=O)CN(S(=O)(=O)c4cccc(F)c4)C[C@H]23)cc1	0	0.0
CCCC(=O)Nc1ccc2c(c1)OC[C@@H](C)N(C(=O)c1cccnc1)C[C@@H](C)[C@H](OC)CN(C)C2=O	-21	0.0
COc1ccccc1NC(=O)N[C@H]1CC[C@H](CCNS(=O)(=O)c2ccc(Cl)cc2)O[C@H]1CO	?	0.0
CO[C@@H]1CN(C)C(=O)c2cc(NC(=O)c3ccc4c(c3)OCO4)ccc2OC[C@@H](C)N(CCC(F)(F)F)C[C@H]1C	-3	0.0
COc1ccccc1NC(=O)N1CCCCN2[C@H](C1)[C@H](c1ccc(-c3cccc(C#N)c3)cc1)[C@@H]2CO	15	0.0
Cc1cccc(S(=O)(=O)N2CC[C@@H]3[C@H]2c2cc(Br)ccc2N(C)[C@H]3CO)c1	17	0.0
O=C(C[C@H]1CC[C@H](NC(=O)Nc2ccc(C(F)(F)F)cc2)[C@@H](CO)O1)NCc1cccc(F)c1	3	0.0
COc1ccc(NC(=O)N(C)C[C@H]2OCc3cnnn3CCCC(=O)N([C@@H](C)CO)C[C@H]2C)c(OC)c1	-42	0.0
CCCNC(=O)N1CC2(CCN(S(=O)(=O)c3ccccc3)CC2)c2c(n(C)c3cc(OC)ccc23)[C@H]1CO	-23	0.0
COc1ccc(NC(=O)Nc2cccc3c2O[C@@H](CN(C)Cc2ccc(C(=O)O)cc2)[C@H](C)CN([C@@H](C)CO)C3=O)cc1	-14	0.0
Cc1cc(C(=O)Nc2cccc3c2O[C@@H](CN(C)C)[C@@H](C)CN([C@@H](C)CO)C3=O)n(C)n1	-5	0.0
CCS(=O)(=O)Nc1ccc2c(c1)C(=O)N(C)[C@H]1CC[C@@H](CC(=O)NCCCN3CCOCC3)O[C@H]1CO2	28	0.0
C/C=C/c1ccc(C2[C@H]3CNC[C@@H]2N3Cc2ccc3c(c2)OCO3)cc1 (some centres undefined)	-16&-1	0.0&0.0
C[C@@H]1CN([C@@H](C)CO)C(=O)c2cccc(NS(C)(=O)=O)c2O[C@H]1CN(C)Cc1ccc(-c2ccccc2)cc1	-3	0.0
C[C@@H]1CC=CC[C@H](c2ccccc2)NC(=O)[C@H](C)N(C)C(=O)c2ccccc2O1 (mixture of isomers)	16	0.0
C[C@H](CO)N1C[C@H](C)[C@@H](CN(C)C(=O)Nc2cccc(C(F)(F)F)c2)OCc2cn(nn2)CCCC1=O	-47	0.0
N#C[C@@H]1[C@H](c2ccccc2/C=C/c2ccccc2)[C@H](CO)N1S(=O)(=O)c1cccc(F)c1	29	0.2
COc1ccc(S(=O)(=O)N2C[C@H](O)COC[C@H]3O[C@@H](CC(=O)N[C@H]4CCN(Cc5ccccc5)C4)CC[C@@H]32)cc1	-28	0.0
Cc1cccc(S(=O)(=O)N2C[C@@H]3[C@H](c4ccccc42)[C@H](CO)N3C(=O)c2ccccc2)c1	25	0.0
COCC(=O)Nc1ccc2c(c1)[C@H]1C[C@H](CC(=O)NCc3ccc4c(c3)OCO4)O[C@H](CO)[C@H]1O2	-11	0.0
COCC(=O)N1CC2(C1)CN(S(C)(=O)=O)[C@H](CO)c1c2c2ccc(OC)cc2n1C	-9	0.0
C[C@H](CO)N1C[C@H](C)[C@H](CN(C)C(=O)Nc2cccc3ccccc23)OCc2cn(nn2)CCCC1=O	-12	0.0

Some of the compounds tested, so the mix of outcomes need not match the whole.
